ALOX12 inhib: 12-hLO (ALOX12) enzyme inhibition | 150,000 tested, 0.12% active | Potency, µM (titrated, usually from 57.1 µM), without a hit: at the top dose activity change, negative = inhibition, actives largely listed as inhibitors | purified 12-hLO, xylenol orange hydroperoxide absorbance | AID 1452 | P18054; further: potency means the concentration at half of the fitted maximal effect; nearly all actives have a fitted effect of over 55% in size; many of its hits are not listed in these tables
Target sequence (P18054 whole entry, looked up): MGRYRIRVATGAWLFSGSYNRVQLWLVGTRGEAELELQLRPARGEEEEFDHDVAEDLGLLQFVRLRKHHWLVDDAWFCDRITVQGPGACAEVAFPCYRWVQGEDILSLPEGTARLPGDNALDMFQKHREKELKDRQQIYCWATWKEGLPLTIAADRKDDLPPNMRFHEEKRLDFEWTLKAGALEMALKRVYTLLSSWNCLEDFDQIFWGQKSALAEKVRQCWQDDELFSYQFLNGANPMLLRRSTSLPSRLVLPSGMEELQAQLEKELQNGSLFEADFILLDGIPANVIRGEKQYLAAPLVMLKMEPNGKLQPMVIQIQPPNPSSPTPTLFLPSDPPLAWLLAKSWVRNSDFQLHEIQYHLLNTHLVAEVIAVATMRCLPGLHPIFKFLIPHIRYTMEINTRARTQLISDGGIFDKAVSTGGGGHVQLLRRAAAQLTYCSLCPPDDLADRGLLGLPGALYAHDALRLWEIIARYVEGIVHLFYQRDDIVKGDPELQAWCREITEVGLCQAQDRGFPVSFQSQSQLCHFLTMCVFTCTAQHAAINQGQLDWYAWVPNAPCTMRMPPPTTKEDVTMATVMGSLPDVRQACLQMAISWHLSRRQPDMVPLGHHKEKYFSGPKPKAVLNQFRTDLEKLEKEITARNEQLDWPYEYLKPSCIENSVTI
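Hydroperoxide formation by human 12-lipoxygenase from 40 uM arachidonic acid was followed colorimetrically via ferric-xylenol orange complex, using the 573/405 nm absorbance ratio. Enzyme concentration was 150 nM, with 30 min reaction at room temperature.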
IMPase cell inh: cell-permeable inhibitors of inositol monophosphatase (IMPase). P97697. CHO-M1 cells, IP1 accumulation, HTRF TR-FRET ratio. AID 901. 120,000 tested, under 10 active. inhibition (IP1 accumulation), % at 46.1 µM; active means well fitted curve in the direction sought with a large enough effect in the signal ratio, not every such curve was filed as active; inconclusive means small, poorly fitted or top-dose-only effect, or a change in a side signal; inactive means no such curve, though single readings can be large or run the other way; the % refers to the signal ratio;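 further: cells stimulated with carbachol in lithium chloride buffer; plate controls were DMSO basal wells for no effect and reference inhibitor wells for full effect; higher means more IMPase inhibition seen as more IP1 and lower FRET ratio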
Target sequence (P97697 whole entry, looked up): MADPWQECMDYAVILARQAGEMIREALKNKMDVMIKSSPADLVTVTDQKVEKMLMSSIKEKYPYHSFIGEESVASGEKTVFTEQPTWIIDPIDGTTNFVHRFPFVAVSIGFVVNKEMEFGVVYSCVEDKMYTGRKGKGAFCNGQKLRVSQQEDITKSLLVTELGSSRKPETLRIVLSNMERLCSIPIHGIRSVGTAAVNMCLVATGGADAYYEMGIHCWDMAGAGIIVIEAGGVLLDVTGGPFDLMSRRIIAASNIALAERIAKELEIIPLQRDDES
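Carbachol-driven Gq signalling in CHO-M1 cells (2000/well) generates IP1. Compounds that block IMPase raise IP1 and so reduce the FRET signal from Eu-anti-IP1 and d2-IP1 after a 10 min room-temperature lysis.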
ALOX15B inhib: inhibitors of human 15-lipoxygenase 2 (ALOX15B); O15296; purified 15hLO-2, xylenol orange hydroperoxide absorbance; Potency, µM (titrated, usually from 57.1 µM), inactives show at the highest dose activity change, negative = inhibition, actives largely listed as inhibitors; 110,000 tested, 0.56% active; AID 881; further: potency means the concentration at half of the fitted maximal effect; nearly all actives have a fitted effect of over 60% in size; many of its hits are not listed in these tables
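Screening format was qHTS against 50 nM purified 15hLO-2 in Hepes pH 7.5 with detergent. Activity follows hydroperoxide formation from 45 uM arachidonic acid, measured as 573:405 nm absorbance ratio of the ferric-xylenol orange complex.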
PNC inhibitor: inhibitors of perinucleolar compartment assembly; activity change (PNC), negative = inhibition, % at 10 µM; 140,000 tested, 3.1% active; PC3M PTB-GFP, PNC prevalence imaging, 16 h; hits give low values;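 active means readout at or below -70, meaning at least 70% loss of cells showing the perinucleolar compartment, a nuclear body marking cancer cells; inconclusive means readout between -30 and a set limit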;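 further: plate controls were DMSO wells for no effect and camptothecin positive control wells for full effect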
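Compounds are pinned in duplicate onto adhered PC3M cells stably expressing GFP-tagged PTB and incubated 16 h at 37 C. Cells are then fixed, nuclei stained with Hoechst, and PNC-positive cells counted.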
Starred values were filed as active, the others as inactive; ? = inconclusive; . = no result given; & = joins results of further samples; [ ] = dose if it differs, or a comment. Unless noted, the call rests on the fitted dose curve; in most records, active means well fitted curve in the direction sought with a large enough effect; inconclusive means small, poorly fitted or top-dose-only effect, or another doubt; inactive means no such curve, though single readings can be large; an effect the other way counts as inactive or inconclusive. Unless noted, on the % scale 0 is the no-effect control and ±100 the full control effect. Only part of the results is shown, so the mix of outcomes need not match the whole.

ALOX12 inhib	IMPase cell inh	ALOX15B inhib	PNC inhibitor	SMILES
1.5%	-2.6	-2.5%	6.4	CCCCCn1c(CN2CCN(CCO)CC2)nc2c1c(=O)n(C)c(=O)n2C
-1.1%	9.0	.	-20.6	Cc1ccc(NC(=O)CN(C)C(=O)/C=C/c2cccs2)cc1
-3.1%	.	2.9%	.	COC1(C)CCC2OC2(C)CCC2C1CC2(C)C (stereo not drawn)
2.3%[11.4 µM]	.	-3.4%[11.4 µM]	.	O=C1CCC[C@H]1C(=O)Nc1ccc2ccccc2c1
-11.9%	-0.1	-28.6%	-20.3	O=C(/C=C/c1ccccc1)N/C(=C/c1ccccc1)C(=O)Nc1ccccc1O
-9.3%	-1.8	?	-27.5	COC(=O)c1c(C)n(-c2ccccc2)c2ccc(O)cc12
-4.2%	.	.	16.2	CCOC(=O)c1cc(C(=O)OCC)c(=O)[nH]c1C
-3.8%	.	.	33.1	COc1ccc(NC(=O)c2ccc3ccccc3c2)cc1NS(=O)(=O)c1ccc(F)cc1
-0.8%	.	.	3.0	S=C(NC12CC3CC(CC(C3)C1)C2)N1CCCC1
?	9.4	44.8%[activator]	-5.5	COc1ccccc1N1CCN(Cc2ccc(O)c3ncccc23)CC1
-3.0%	-3.6	-3.3%	-27.4	O=C(Nc1cc(=O)[nH]c2ncnn12)c1ccccc1
5.9%	3.1	19.0%	25.6	COc1cc(C)ccc1OCCOc1ccccc1Cl
-1.4%	-5.4	.	?	COc1ccc(CCN(C(=O)c2cccc(F)c2)C2CC(=O)N(c3ccccc3)C2=O)cc1 (stereo not drawn)
-3.2%	.	2.2%	.	CC(=O)N[C@H](CC(C)C)C(=O)O
-5.5%	?	-21.1%	-19.3	Nc1c(S(=O)(=O)c2cccs2)c2nc3ccccc3nc2n1Cc1cccs1
-3.3%	.	.	-5.9	Cc1ccc(/C=N/NS(=O)(=O)c2ccccc2)o1
-3.5%	-2.2	1.3%	?	FC(F)(F)c1cccc(NC(=S)NCCc2ccccn2)c1
-4.6%	-1.1	-6.3%	?	Cc1csc(Sc2nc3c(c(=O)[nH]c(=O)n3C)n2CCCc2ccccc2)n1
6.5%[11.4 µM]	.	3.0%[11.4 µM]	.	NNC(=O)Cc1cccnc1
-20.1%	.	-22.5%	.	O=C1C=CC2=C3c4cc(O)c(O)cc4C[C@]3(O)COC2=C1

Entries of single compounds, quoted from the list. Screens in order: ALOX12 inhib	IMPase cell inh	ALOX15B inhib	PNC inhibitor
Entry for `CCOC(=O)c1cc(C(=O)OCC)c(=O)[nH]c1C` = -4.2%	.	.	16.2
Entry for `Cc1ccc(/C=N/NS(=O)(=O)c2ccccc2)o1` = -3.3%	.	.	-5.9

Following part.
ALOX12 inhib	IMPase cell inh	ALOX15B inhib	PNC inhibitor	SMILES
-4.2%	-5.1	-0.1%	?	COCCCNc1ncnc2c1cnn2-c1ccc(C)cc1C
10.2%	16.4	.	267.0	COc1cc(C)c(Br)cc1S(=O)(=O)N1CCOCC1
2.6%	-3.9	-11.8%	30.4	Cc1noc(C)c1CSc1nc2sc3c(c2c(=O)n1C)CCCC3
0.7%	.	.	3.4	O=C(CCCc1nc2ccccc2s1)NCc1ccccc1F
-2.0%	-2.8	-6.3%	2.9	CCOCC(=O)Nc1ccc(S(=O)(=O)NCCc2ccccc2)cc1
1.8%[0.00818 µM]	.	-3.6%[0.0915 µM]	.	COc1cc(OC)c2c(-c3cccc(-c4sccc4C(C)=O)c3)cc(=O)oc2c1
-13.2%	-6.8	-22.7%	?	N#Cc1c2c(c(=S)n(-c3ccccc3)c1N)CCCC2
-1.6%	-4.8	-8.4%	?	CCSc1nnc(NC(=O)c2cccs2)s1
-3.5%	4.1	13.0%	8.3	O=C(c1coc2ccc(O)c(CN3CCOCC3)c12)C1CC1
6.1%	4.7	6.8%	?	CCNc1nc(NC(C)C)nc(NS(=O)(=O)c2ccc(N)cc2)n1
1.8%	-0.9	.	-4.5	O=C(COC(=O)C1CC(=O)N(C2CCCCC2)C1)c1ccc(F)cc1 (stereo not drawn)
3.5%&-3.7%	.	8.6%	-9.3	C[C@@H](C(=O)NCc1ccc(S(C)(=O)=O)cc1)[C@H]1C[C@]1(C)[C@H](NC(=O)OCc1ccccc1)c1ccccc1
-5.5%	4.1	-3.4%	10.1	O=c1c(/C=N/O)c(Nc2ccccc2)nc2ccccn12
4.2%	8.8	-4.8%	11.7	Cc1ccc(S(=O)(=O)N(CC(=O)NCCC2=CCCCC2)Cc2ccccc2F)cc1
-0.5%	2.4	-3.6%	35.7	CCOC(=O)Cc1csc(NC(=O)c2ccc(OC)c(OC)c2)n1
2.7%	0.3	-3.0%	4.7	O=C(NCc1ccc(F)cc1)c1cnc2n(c1=O)CCS2
4.1%	15.0	4.8%	-21.7	COc1cc2[nH]c(=S)n(CCN3CCCCC3C)c(=O)c2cc1OC (stereo not drawn)
4.8%	6.3	.	4.1	Cc1ccc(OCC(=O)NNC(=O)CCC(=O)Nc2ccc(C)cc2C)cc1
-5.2%	8.1	13.9%	-26.5	O=C(CCN(CCO)Cc1ccccc1)Nc1ccc(Br)cc1
-3.9%	?	.	-27.4	CC(=O)C1=C(C)NC(SCC(=O)Nc2nc3ccccc3s2)=C(C#N)C1c1ccc(Cl)cc1 (stereo not drawn)

The list goes on (two carried over from the part before).
ALOX12 inhib	IMPase cell inh	ALOX15B inhib	PNC inhibitor	SMILES
-5.2%	8.1	13.9%	-26.5	O=C(CCN(CCO)Cc1ccccc1)Nc1ccc(Br)cc1
-3.9%	?	.	-27.4	CC(=O)C1=C(C)NC(SCC(=O)Nc2nc3ccccc3s2)=C(C#N)C1c1ccc(Cl)cc1 (stereo not drawn)
-8.1%	.	.	11.8	O=C(COC(=O)CCSc1ccc(Cl)cc1)Nc1ccc(F)cc1
-4.6%	2.7	-0.3%	-13.1	O=c1c2ccccc2nc(N2CCN(c3ccccc3)CC2)n1Cc1ccccc1
-4.2%	-21.8	1.9%	?	COc1ccc(CCNC(=O)C2CCN(S(=O)(=O)N3CCCCC3)CC2)cc1OC
0.9%	4.5	-0.3%	-18.0	CCCn1nc(Oc2nc(SC)nc(N(C)C)n2)ccc1=O
5.8%	1.9	2.7%	9.7	Brc1ccc(-c2ncc(-c3ccccc3)cn2)cc1
-9.7%	-11.2	-2.7%	?	CC(C)CCn1cnc2c(c1=O)c1nc3ccccc3nc1n2Cc1ccc2c(c1)OCO2
-3.0%	-2.1	6.3%	-10.8	Cc1c(S(=O)(=O)N2CCN(C(=O)c3ccco3)CC2)c(=O)n(C)c(=O)n1C
-3.9%	0.2	.	-16.4	Cc1sc2ncnc(NCC3COc4ccccc4O3)c2c1C (stereo not drawn)
-1.4%	.	16.0%	.	CCNC(=O)[C@H](C)/C=C/C(NC(=O)OCc1ccccc1)c1ccc(C(=O)OC)cc1 (stereo partly drawn)
-1.8%	13.4	.	?	CCC(CC)C(=O)Oc1c(Sc2ccccc2[N+](=O)[O-])c(C)nn1C(C)(C)C
-6.2%[11.4 µM]	.	-2.6%[11.4 µM]	.	CC(C)[C@@H](C(=O)O)N1C(=O)c2ccccc2C1=O
-6.4%	2.5	3.6%	-26.5	O=C(O)c1ccc(NS(=O)(=O)c2cccc3cccnc23)cc1
-2.9%	.	18.1%	.	CO[C@]12CC(COC(=O)c3cncc(Br)c3)CN(C)[C@@H]1Cc1cn(C)c3cccc2c13 (stereo partly drawn)
10.8%	6.0	0.4%	38.1	CC(C)(C)c1ccc(OCCON2C(=O)CCC2=O)c(Cl)c1
-1.6%	.	.	-13.3	CCCn1c(=N)c(C#N)cc2c(=O)n3ccccc3nc21
?	3.6	?	-19.9	CCOC(=O)NC1(Nc2ccc(Cl)cn2)Oc2ccccc2O1
3.1%	-0.5	-3.8%	?	Cc1cccc(NC(=O)c2cc(NC(=O)CCCC(=O)O)ccc2Cl)n1
3.4%	2.8	.	6.7	c1ccc2c(NC3=NCCCCS3)cccc2c1
-2.5%	3.8	-0.9%	-20.7	O=C(Oc1cccc2c(OC(=O)N3CCOCC3)cccc12)N1CCOCC1
-3.7%	.	.	-8.7	COc1ccc(NC(=O)c2ccc(-c3ccccc3)cc2)cc1NS(=O)(=O)c1ccc(F)cc1
3.2%	.	3.0%	.	Cn1cc(-c2nc3cnc(Oc4cccc(Cl)c4)nc3n(CCC#N)c2=O)c2ccccc21
-1.3%	.	.	?	CCOC(=O)CN1C(=O)N[C@@H](c2ccccc2)C(C(=O)OC)=C1C
-3.9%	-4.3	.	13.4	Clc1ccc(C2Nc3ccccc3-n3cccc32)cc1 (stereo not drawn)
-21.6%	?	.	?	Cc1[nH]c2ccccc2c1C(=O)CN1C(=O)NC(C)(c2ccc(Cl)cc2Cl)C1=O (stereo not drawn)
2.2%	9.0	-26.8%	40.3	Cc1[nH]n(C(C)(C)C)c(=O)c1Sc1ccc(Cl)cc1
-8.3%	?	-1.0%	13.5	Cc1cc2cc3c(cc2nc1SCC(=O)O)OCCO3
-6.1%	-4.0	3.6%	0.8	CCc1c(C)c2c(C)nn(-c3ccccc3)c2[nH]c1=O
-3.6%	.	.	?	COc1ccc(C)cc1NS(=O)(=O)c1ccc(NC(=O)CN(c2cc([N+](=O)[O-])ccc2C)S(C)(=O)=O)cc1
-0.3%	.	.	-22.7	CC(=O)Nc1c(C)ccc(CNC(=O)COc2cc(C)ccc2C)c1C
-2.1%	2.8	7.4%	-28.5	CCOc1ccc(OCC)c(NC(=O)C2CCN(S(=O)(=O)c3c(C)noc3C)CC2)c1
-0.8%	2.5	52.8%[activator]	-17.2	Cc1cnc(NC(=O)CSc2ncc(-c3ccccc3)n2Cc2ccco2)s1
?	-3.0	.	-15.1	COc1ccc(NS(=O)(=O)c2ccc(NC(=S)NC(=O)c3ccc(Br)cc3)cc2)nn1
-14.0%	2.9	3.7%	23.4	CCOC(=O)C1CN(c2cc3c(cc2F)c(=O)c(C(=O)O)cn3CC)OC1C(=O)OCC (stereo not drawn)
0.9%	-1.5	0.7%	59.7	COc1ccc(/C=C(/NC(=O)c2ccccc2)C(=O)N/N=C/c2ccc3c(c2)OCO3)cc1OC
-4.1%	15.6	-5.5%	30.5	CCCn1nc(NC(=O)c2ccncc2)c2cc3ccccc3nc21

In the list so far, ten contain a Cl atom.
ALOX12 inhib	IMPase cell inh	ALOX15B inhib	PNC inhibitor	SMILES
5.9%	3.1	19.0%	25.6	COc1cc(C)ccc1OCCOc1ccccc1Cl
-3.9%	?	.	-27.4	CC(=O)C1=C(C)NC(SCC(=O)Nc2nc3ccccc3s2)=C(C#N)C1c1ccc(Cl)cc1 (stereo not drawn)
-8.1%	.	.	11.8	O=C(COC(=O)CCSc1ccc(Cl)cc1)Nc1ccc(F)cc1
10.8%	6.0	0.4%	38.1	CC(C)(C)c1ccc(OCCON2C(=O)CCC2=O)c(Cl)c1
?	3.6	?	-19.9	CCOC(=O)NC1(Nc2ccc(Cl)cn2)Oc2ccccc2O1
3.1%	-0.5	-3.8%	?	Cc1cccc(NC(=O)c2cc(NC(=O)CCCC(=O)O)ccc2Cl)n1
3.2%	.	3.0%	.	Cn1cc(-c2nc3cnc(Oc4cccc(Cl)c4)nc3n(CCC#N)c2=O)c2ccccc21
-3.9%	-4.3	.	13.4	Clc1ccc(C2Nc3ccccc3-n3cccc32)cc1 (stereo not drawn)
-21.6%	?	.	?	Cc1[nH]c2ccccc2c1C(=O)CN1C(=O)NC(C)(c2ccc(Cl)cc2Cl)C1=O (stereo not drawn)
2.2%	9.0	-26.8%	40.3	Cc1[nH]n(C(C)(C)C)c(=O)c1Sc1ccc(Cl)cc1

Screening data from PubChem.
